Assay outcomes as filed in PubChem BioAssay.
PAX8 inh HTS = inhibitors of PAX8 transcriptional activity in RMG-I cells; AID 652154; RMG-I TPO-luciferase reporter, SteadyGlo, 24 h; hit rate 1.2% among 360,000; inhibition, % at 12.6 µM;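 active = mean replicate inhibition at least 60% with every replicate also reaching 60%; inconclusive = only one of the two criteria is met; inactive = mean below 60% and not all replicates reaching 60%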;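 note: luciferase light reporting Pax8 driven TPO promoter activity; plate controls were median of neutral control wells for no effect and mitoxantrone controls for full effect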
EWS-Fli inh = blocks EWS/Fli oncoprotein-driven transcription; inhibition, % at 12.6 µM; AID 651661; hit rate 0.67% among 350,000; A673 NR0B1-luciferase reporter, viability-normalised;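 active = mean inhibition of at least 50% after viability correction, with every replicate also passing that limit; inconclusive = mean reaches 50% but only one of two replicates passes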;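 note: firefly luciferase signal divided by Alamar Blue viability fluorescence both relative to DMSO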
CFTR F508del cor = correctors of CFTR F508del function in bronchial epithelial cells. CFBE cells, YFP halide quenching; stimulated with forskolin plus potentiator P3; % fluorescence drop versus neutral controls. activity (quench increase), % at 7.58 µM. hit rate 0.36% among 350,000;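 active = mean added fluorescence quench of at least 8% versus neutral control, with both replicates also reaching 8%; inconclusive = only one of the mean or replicate conditions met; inactive = mean below 8% and not both replicates reaching 8%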;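 note: cells transiently co-express mutant CFTR-F508del with the halide-sensitive YFP; corrector assay measuring rescue of mutant channel to the surface after 24 h compound exposure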
miR-122 sensor = blocks miR-122 activity in Huh7 sensor cells; activation (reporter increase), % at 12.5 µM; Huh7 miR-122 Renilla luciferase sensor, 48 h; neutral wells = 0, positive control = 100; AID 602342; hit rate 0.3% among 340,000;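 active = mean replicate activation score at least 90 and every replicate individually at or above 90; inconclusive = only one of the two criteria met; inactive = neither criterion met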;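 note: higher luciferase means less miR-122 activity so hits act as miR-122 inhibitors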
FN deposition inh = fibronectin deposition inhibition | AH1F fibroblasts, Alexa488-fibronectin deposition fluorescence, overnight | inhibition, % at 12.6 µM | hit rate 0.086% among 350,000;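 active = mean inhibition across replicates of 30% or more, regardless of how many single replicates reach that level; inconclusive = mean under 30% yet at least half of replicates reach 30%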;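 note: positive control wells lacked labelled fibronectin entirely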
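Measured by – fluorescence 485/525 nm · System – AH1F fibroblast monolayer, labelled fibronectin deposition · Amount – 10000 cells per well · Buffer or medium – serum-reduced DMEM (2% serum) · Doses – single dose, pinned · Also added – fluorescent fibronectin at 24 nM final · Schedule – 1 h cell attachment, overnight exposure to compound and label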
GSIS activator = GLuc luminescence reporter in INS-1E cells, primary screen for activators of glucose-dependent secretion of insulin | INS-1E GLuc reporter insulin secretion, 2-3 h | activation, % at 16.6 µM | hit rate 0.61% among 370,000 | AID 743287;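 active = lowest replicate activation of at least 40%, so every replicate reaches that level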;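 note: 0% = median of neutral control wells and 100% = median of IBMX positive control wells; some compounds called inactive have numbers as strong as hits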
DENV2 CPE rescue = DENV2-induced cell death inhibition. DENV2-infected cells, cytopathic effect rescue, plate reader. AID 651640. hit rate 1.7% among 350,000. CPE inhibition, % at 9.99 µM; in the data active = CPE inhibition above about 20%, passing the limit was not always enough; inconclusive = no clear call, values can overlap the other calls; tested in BHK-21 cells;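 note: 0% = median of neutral control wells and 100% = median of positive control wells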
* = called active by the depositor; ? = inconclusive; . = no result given; [ ] = dose if it differs, or a comment.

compound	PAX8 inh HTS	EWS-Fli inh	CFTR F508del cor	miR-122 sensor	FN deposition inh	GSIS activator	DENV2 CPE rescue
COc1ccccc1CN(Cc1ccco1)S(=O)(=O)c1ccc(-n2cnnn2)c(OC)c1	.	-4	0.0	75	.	-6	2
O=C1C(CCc2ccccc2)ON=C(c2cnccn2)N1Cc1ccc(F)cc1 (configuration not stated)	-7	-8	1.0	.	-1	-26	-4
COCCNC(=O)CCc1nnc(Cc2ccc(-c3ccccc3)cc2)o1	3	-3	-2.2	-3	-2	-5	2
CSc1ccc(CN(C)CC(=O)Nc2ccc(NC(C)=O)cc2)cc1	-21	-13	5.7	1	6	10	-4
COCC(=O)NC[C@@H]1[C@@H](c2ccc(C3=CCCC3)cc2)[C@H](CO)N1C(=O)C1CC1	-5	-5	1.6	67[16.7 µM]	-7	3	.
CCc1ccc(NS(=O)(=O)c2ccc3oc(=O)ccc3c2)cc1	3	-5	-0.4	34	-3	-28	-2
O=C(Nc1cccc(Cl)c1)N1C[C@H]2[C@@H](c3ccccc31)[C@@H](CO)N2C(=O)c1ccncc1	-27	-8	-2.0	-14[16.7 µM]	.	-8	0
CCCC(C(=O)NC(C)(C)CC)N(Cc1ccco1)C(=O)CNS(=O)(=O)c1ccccc1 (configuration not stated)	11	-4	-2.3	.	8	3	4
COCC#Cc1ccc2c(c1)O[C@H](CN(C)C(=O)C1CCC1)[C@@H](C)CN([C@@H](C)CO)S2(=O)=O	.	0	-1.0	15[16.7 µM]	.	-5	-1
C[C@@H]1CN([C@H](C)CO)C(=O)c2cc(NC(=O)Cn3cnnn3)ccc2O[C@H]1CN(C)S(=O)(=O)c1cn(C)cn1	.	-3	-0.9	-3[16.7 µM]	5	9	4
CC(=O)N1CC2(C1)[C@@H](c1ccc(-c3cccc(C#N)c3)cc1)[C@@H](CO)N2CCC(F)(F)F	38	3	-0.5	.	4	2	-8
CN1CCN(C(=S)NC(=O)c2ccc(-c3ccccc3)cc2)CC1	-5	-8	3.1	.	-1	8	.
COc1ccc(C)cc1S(=O)(=O)Nc1ccncc1	-12	-1	-0.1	-1	0	-3	-1
O=C(Nc1ccc(F)cc1)N1C[C@@H]2[C@H](c3ccccc31)[C@H](CO)N2C(=O)c1ccccc1F	0	-5	0.8	-17[16.7 µM]	.	-6	0
C[C@H]1CN([C@@H](C)CO)C(=O)c2cc(-c3ccccc3)cnc2O[C@H]1CN(C)C(=O)NC1CCCC1	3	-8	0.3	-16[16.7 µM]	-12	-2	1

The results go on.
compound	PAX8 inh HTS	EWS-Fli inh	CFTR F508del cor	miR-122 sensor	FN deposition inh	GSIS activator	DENV2 CPE rescue
Cc1ccccc1-c1nc(CS(=O)CC(=O)NCc2ccccn2)c(C)o1 (configuration not stated)	0	.	1.0	-2	-2	8	1
CCO[C@H]1OC(C(=O)NCc2ccccc2)=C[C@@H](c2ccc(C(F)(F)F)cc2)[C@@H]1CCCO	20	-6	-0.6	-9	-10	-17	-15
Cc1c(C(=O)/C=C/N(C)C)nnn1-c1ccc(F)c(Cl)c1	-37	-57	0.3	8	4	7	16
O=C(NCCNC(=O)c1ccc(Cl)cc1Cl)c1ccc(Cl)cc1Cl	-4	-2	-2.2	.	7	-1	?
CCc1noc(C)c1C(=O)Nc1nc(-c2ccc(OC)cc2)cs1	-25	-6	0.6	-6	4	2	?
COc1ccc(N2C(=O)c3ccc(C(=O)Nc4ccccc4O)cc3C2=O)cc1	21	8	-1.6	1	5	-1	-6
O=C(Nc1nnc(Cc2ccccc2)s1)C1CCN(C(=O)c2ccco2)CC1	13	14	2.7	.	-7	0	-1
C[C@@H]1CN([C@@H](C)CO)C(=O)c2cccc(NC(=O)Nc3ccc4c(c3)OCO4)c2O[C@H]1CN(C)Cc1ccncc1	-89	-30	-0.4	0[16.7 µM]	.	-5	-9
COc1ccccc1CCNC(=O)COc1cccc2c1OC(C)(C)C2	9	5	0.6	.	0	-6	8
CC(C)NC(=O)Nc1cccc2c1O[C@H](CN(C)C(=O)NC(C)C)[C@H](C)CN([C@@H](C)CO)C2=O	-12	1	-1.1	5[16.7 µM]	.	4	14
COc1cc(NC(=O)COC(=O)CSc2cc(C)ccc2C)c(C)cc1[N+](=O)[O-]	9	12	3.6	0	-6	3	-8
COC(=O)c1cc(NC(=O)/C=C/c2ccccc2)ccc1O	-137	-26	-1.0	.	-6	5	-3
Cc1c(C)n(C)c2ccc(C(=O)NCCCN3CCOCC3)cc12	-3	-8	-0.4	-4	3	-2	6
COc1ccc(C(=O)Nc2ccc(S(=O)(=O)N3CCCC3)cc2)cc1[N+](=O)[O-]	-2	1	2.5	-4	7	12	1
C[C@H](NC(=O)c1nc[nH]c1C(=O)N1CCN(c2ccccc2)CC1)C(=O)OCc1ccccc1	-23	-12	3.8	-2	1	4	-3

Additional results follow:
compound	PAX8 inh HTS	EWS-Fli inh	CFTR F508del cor	miR-122 sensor	FN deposition inh	GSIS activator	DENV2 CPE rescue
CC(C)c1ccc(CC(=O)N2CCC2(C)C(=O)NS(=O)(=O)c2cccc(OC(F)F)c2)cc1 (configuration not stated)	-1	0	1.8	-4	.	-9	8
Cc1cc(NC(=O)CSc2nc(C(C)C)nc3sc(C)c(C)c23)no1	.	4	1.2	-8	.	-2	-1
Cc1ccc(C(=O)Nc2ccc(N3CCN(S(C)(=O)=O)CC3)cc2)cc1C	9	-27	2.5	-4	-18	-4	4
COc1ccc(NC(=O)CSc2nnc3n2CCCCC3)cc1	-5	6	1.7	.	-1	1	.
COc1ccc(CN(C)C[C@H]2OCCCC[C@@H](C)Oc3ccc(NS(=O)(=O)c4cccs4)cc3C(=O)N([C@@H](C)CO)C[C@@H]2C)cc1	5	6	0.5	-2[16.7 µM]	.	-16	11
COc1ccc(CCN2C(=O)N(c3ccc(OC)cc3)C(=O)C2CC(=O)Nc2ccc(OC)cc2)cc1 (configuration not stated)	-2	1	-0.1	7	0	-17	1
Cc1cnc(=O)[nH]c1SCC(=O)c1ccc(F)cc1	-29	-19	1.5	-2	0	2	-5
CCCNC(=O)N1CCC2(CC1)CN(C(=O)COC)[C@@H](CO)c1c2c2ccc(OC)cc2n1C	.	1	-1.0	.	.	17	4
O=C(C[C@H]1CC[C@@H]2[C@H](COC[C@H](O)CN2C(=O)C2CCOCC2)O1)NCc1ccncc1	1	-1	0.9	-2[16.7 µM]	1	8	2
C[C@@H]1CCCCO[C@H](CN(C)C(=O)Nc2ccc(F)cc2)[C@@H](C)CN([C@H](C)CO)C(=O)c2cc(NC(=O)CCC(F)(F)F)ccc2O1	-16	-1	-1.8	-1[16.7 µM]	-22	1	13
CCC(=O)N1CC[C@@H]2[C@@H](CO)N(C)c3ccc(-c4ccccc4F)cc3[C@@H]21	0	2	-1.2	1[16.7 µM]	9	13	?
CC1(C(=O)Nc2ccccc2Br)CCN1C(=O)Cc1ccc(Cl)cc1Cl (configuration not stated)	12	2	1.0	3	1	-22	-4
CCCn1cc(CN2CCC(n3nccc3NC(=O)c3ccc4c(c3)OCO4)CC2)c(C)n1	0	.	0.9	-1	-3	-8	17
COc1ccc(CC(N)c2csc(NC(=O)c3ccccc3)n2)cc1 (configuration not stated)	-12	0	3.9	-8	12	.	-2
O=C(C[C@@H]1C[C@H]2c3cc(NC(=O)Nc4ccc(C(F)(F)F)cc4)ccc3O[C@H]2[C@@H](CO)O1)NCc1cccnc1	-3	0	-2.9	1[16.7 µM]	.	0	?

(more compounds)
compound	PAX8 inh HTS	EWS-Fli inh	CFTR F508del cor	miR-122 sensor	FN deposition inh	GSIS activator	DENV2 CPE rescue
CCCCN1C(=O)C(CC(=O)NC2CCCC2)CC(C(=O)N2CCOCC2)=C1C (configuration not stated)	3	3	1.3	-2	2	2	-1
O=S(=O)(Cc1ncc(C(F)(F)F)cc1Cl)c1ccccc1	3	-9	-3.0	21	.	22	-5
Cc1ccccc1-c1ccccc1[C@@H]1[C@@H](C#N)N(C(=O)c2ccccc2)[C@H]1CO	.	-2	-1.3	.	-15	2	-2
O=C(C[C@@H]1CC[C@H](NS(=O)(=O)c2ccccc2)[C@@H](CO)O1)N1CCC(Cc2ccccc2)CC1	6	3	0.8	.	-2	-6	8
Cc1ccc2c(c1)Oc1ccc(NC(=O)CCl)cc1C(=O)N2	58	.	.	.	-4	20	.
CN(C)c1ccc(/C=N/NC(=O)CCCO)cc1	-29	-20	1.7	-1	2	36	-7
CCN1CCN(c2nc3c(c(=O)n(C)c(=O)n3C)n2CCSc2ncccn2)CC1	1	.	.	-1	0	.	.
N#Cc1ccc(-c2ccc([C@H]3[C@H]4CN(S(=O)(=O)c5ccccc5)CCCCN4[C@H]3CO)cc2)cc1	13	-2	-0.7	3[16.7 µM]	.	-28	0
O=C(NCc1ccncn1)[C@@H]1[C@@H](CO)[C@@H]2Cn3c(ccc(-c4cccc(F)c4)c3=O)[C@@H]2N1CC1CC1	-6	-2	-1.1	1[16.7 µM]	.	2	5
CC1CN(C(=S)NC(=O)C2CCCCC2)CC(C)O1 (configuration not stated)	-6	5	.	0	3	.	6
COc1ccc(Nc2nc(-c3cccs3)nc3ccccc23)c(OC)c1	15	-10	.	0	.	-24	.
CC(=O)C(C)n1c(CN2CCN(C(=O)c3ccco3)CC2)nc2c1c(=O)n(C)c(=O)n2C (configuration not stated)	-20	.	-0.4	-1	8	7	-2
CCC(=O)N1CCC2(CC1)CN(Cc1cccc(Cl)c1)[C@@H](CO)c1c2c2ccc(OC)cc2n1C	20	4	-2.0	.	.	-13	8
COc1ccc(NC(=S)NC(=O)C2CCCCC2)cc1	-103	.	0.2	.	2	3	-2
Cc1nn(C)c(C)c1CN(Cc1nc(CCC(C)C)no1)C(C)C	13	20	-2.0	.	5	7	3

Going on with the list:
compound	PAX8 inh HTS	EWS-Fli inh	CFTR F508del cor	miR-122 sensor	FN deposition inh	GSIS activator	DENV2 CPE rescue
COc1ccccc1N(CC(=O)NC1CCCCC1)C(=O)Cn1nnc(-c2ccc(C)o2)n1	19	0	0.7	2	5	-26	4
Cc1ccc2nc(N/C(N)=N/S(=O)(=O)c3ccc([N+](=O)[O-])cc3)nc(C)c2c1	3	.	.	.	-9	-30	.
O=C1[C@H](Cc2ccccc2)CCn2cc(nn2)COCC2CCCN12 (some centres not stated)	2	-17	.	.	-7	7	2
O=C(COC(=O)C1(c2ccc(Cl)cc2)CCCC1)Nc1ncc(C(F)(F)F)cc1Cl	11	-6	0.3	.	-3	-17	-3
COc1ccccc1N1C(=O)CC(N2CCN(c3ccc([N+](=O)[O-])cc3)CC2)C1=O (configuration not stated)	-21	7	-6.1	.	-16	8	1
COc1cc(NC2c3ccccc3C(=O)N2Cc2ccccc2Cl)cc(OC)c1 (configuration not stated)	4	-8	-1.4	9	-17	2	4
Cc1ccc(S(=O)(=O)N2CCOCC2)cc1NC(=O)CSc1ccc(Cl)cc1	-4	-1	-1.4	5	3	-7	0
C[C@H](CO)N1C[C@H](C)[C@H](CN(C)Cc2ccc3c(c2)OCO3)Oc2ccc(NS(=O)(=O)c3ccc(Cl)cc3)cc2CC1=O	-13	0	1.0	29[16.7 µM]	.	-28	-5
COC(=O)c1ccc(NC(=O)CN(c2ccc3c(c2)OCO3)S(C)(=O)=O)cc1	-11	.	.	-3	0	12	.
C[C@@H]1CN([C@@H](C)CO)C(=O)c2cccc(NC(=O)Nc3ccccc3)c2O[C@@H]1CN(C)C(=O)Nc1cccc2ccccc12	6	1	-0.8	-8[16.7 µM]	7	-28	.
O=C(C1CC1)N1CC(=O)N2[C@H](CO)[C@H](c3ccc(-c4ccccc4F)cc3)[C@H]2C1	-7	2	-0.4	.	.	18	7
